Assay outcomes from PubChem BioAssay.
S100A4 MyoIIA: inhibitors of S100A4-myosin IIA peptide binding, primary screen, biochemical, fluorescence polarization, TAMRA-MyoIIA peptide; inhibition, % at 10.7 µM; hit rate 0.14% among 360,000;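 active = mean inhibition of at least 70% across replicates, with every replicate also reaching that level; inconclusive = mean inhibition reaches 70% but some replicates fall short; inactive = mean inhibition below 70%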
Target sequence (P26447 whole entry, looked up): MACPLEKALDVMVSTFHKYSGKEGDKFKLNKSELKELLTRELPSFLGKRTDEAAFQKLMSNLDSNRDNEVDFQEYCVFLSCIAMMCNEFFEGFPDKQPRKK
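Test system: S100A4 monomer protein. Medium: HEPES buffer with Ca2+, pH 7.2. Reagent: fluorescent myosin IIA peptide, 5 nM. Compound dosing: single-point compound testing. Timing: 5 min between mix addition and reading. Benchmarks: DMSO neutral and TFP positive wells.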
PglD inh: C. jejuni PglD acetyltransferase inhibitors, primary screen, biochemical, DTNB colorimetric, single point; UDP-N-acetylbacillosamine N-acetyltransferase PglD (Campylobacter jejuni); purified PglD enzyme, DTNB colorimetric CoA detection; inhibition, % at 12.5 µM; hit rate 0.098% among 360,000; AID 602405, 2012; in the data active = inhibition above about 16%, passing the limit was not always enough; inconclusive = no clear call, values can overlap the other calls; note: strong numbers were not always called active
PAX8 inh HTS: inhibitors of PAX8-driven TPO luciferase reporter, primary screen, RMG-I cells, single concentration; SteadyGlo, 24 h; inhibition, % at 12.6 µM; hit rate 1.2% among 360,000;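 active = mean replicate inhibition at least 60% with every replicate also reaching 60%; inconclusive = only one of the two criteria is met; inactive = mean below 60% and not all replicates reaching 60%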;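 note: luciferase light reporting Pax8 driven TPO promoter activity; plate controls were median of neutral control wells for no effect and mitoxantrone controls for full effect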
LGR2 antag: inhibitors of bursicon-induced LGR2 CRE-luciferase signal, primary screen, cell-based, HEK293, CRE-luciferase reporter, bursicon stimulation. bursicon-stimulated, 4 h. inhibition, % at 9.99 µM. hit rate 0.35% among 380,000. AID 720647, 2013;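 active = drop in luminescence signal, shown as inhibition above about 50% in the replicate tests, limit read from the data, passing the limit was not always enough; inconclusive = probably only some replicates passing the limit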;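 note: agonist challenge used bursicon conditioned medium at about half maximal strength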
EWS-Fli inh: EWS/Fli-driven NR0B1 reporter inhibitors, primary screen, A673 cells, NR0B1 luciferase, luminescence, MLPCN library; viability-normalised; hit rate 0.67% among 350,000; inhibition, % at 12.6 µM;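 active = mean inhibition of at least 50% after viability correction, with every replicate also passing that limit; inconclusive = mean reaches 50% but only one of two replicates passes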;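 note: firefly luciferase signal divided by Alamar Blue viability fluorescence both relative to DMSO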
FN deposition inh: inhibitors of fibronectin matrix deposition, primary screen, AH1F cells, Alexa488-fibronectin fluorescence, plate reader; AH1F fibroblasts, overnight; inhibition, % at 12.6 µM; hit rate 0.086% among 350,000; AID 743247, 2014;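 active = mean inhibition across replicates of 30% or more, regardless of how many single replicates reach that level; inconclusive = mean under 30% yet at least half of replicates reach 30%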;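 note: positive control wells lacked labelled fibronectin entirely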
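Measured by – fluorescence 485/525 nm · System – AH1F fibroblast monolayer, labelled fibronectin deposition · Amount – 10000 cells per well · Buffer or medium – serum-reduced DMEM (2% serum) · Doses – single dose, pinned · Also added – fluorescent fibronectin at 24 nM final · Schedule – 1 h cell attachment, overnight exposure to compound and label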
PGC1a acetyl inh: inhibitors of PGC1a acetylation signal, primary screen, cell-based, U2OS, AlphaScreen, inhibitor mode; AlphaScreen anti-acetyl-lysine; with virally co-expressed GCN5 acetyltransferase; inhibition, % at 15.6 µM; hit rate 0.17% among 350,000; AID 651687, 2012;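 active = every replicate shows inhibition of at least 40%; inconclusive = mean inhibition at least 40% but some replicate below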;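 note: 0% = neutral control wells and 100% = positive control wells; some results beyond the cut were filed as inactive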
ERAP1 HTS inh: human ERAP1 aminopeptidase inhibitors, primary screen, biochemical, single point, plate reader; Endoplasmic reticulum aminopeptidase 1 (Homo sapiens), Q9NZ08; recombinant ERAP1, Leu-AMC fluorescence, 60 min; inhibition, % at 10.7 µM; hit rate 0.15% among 340,000; AID 652197, 2013;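 active = mean replicate inhibition of at least 30%, or all replicates individually reaching that 30% level; inactive = mean below 30% and not every replicate reaching it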;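 note: 0% = neutral control wells and 100% = L-leucinethiol positive control wells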
Target sequence (Q9NZ08 whole entry, looked up): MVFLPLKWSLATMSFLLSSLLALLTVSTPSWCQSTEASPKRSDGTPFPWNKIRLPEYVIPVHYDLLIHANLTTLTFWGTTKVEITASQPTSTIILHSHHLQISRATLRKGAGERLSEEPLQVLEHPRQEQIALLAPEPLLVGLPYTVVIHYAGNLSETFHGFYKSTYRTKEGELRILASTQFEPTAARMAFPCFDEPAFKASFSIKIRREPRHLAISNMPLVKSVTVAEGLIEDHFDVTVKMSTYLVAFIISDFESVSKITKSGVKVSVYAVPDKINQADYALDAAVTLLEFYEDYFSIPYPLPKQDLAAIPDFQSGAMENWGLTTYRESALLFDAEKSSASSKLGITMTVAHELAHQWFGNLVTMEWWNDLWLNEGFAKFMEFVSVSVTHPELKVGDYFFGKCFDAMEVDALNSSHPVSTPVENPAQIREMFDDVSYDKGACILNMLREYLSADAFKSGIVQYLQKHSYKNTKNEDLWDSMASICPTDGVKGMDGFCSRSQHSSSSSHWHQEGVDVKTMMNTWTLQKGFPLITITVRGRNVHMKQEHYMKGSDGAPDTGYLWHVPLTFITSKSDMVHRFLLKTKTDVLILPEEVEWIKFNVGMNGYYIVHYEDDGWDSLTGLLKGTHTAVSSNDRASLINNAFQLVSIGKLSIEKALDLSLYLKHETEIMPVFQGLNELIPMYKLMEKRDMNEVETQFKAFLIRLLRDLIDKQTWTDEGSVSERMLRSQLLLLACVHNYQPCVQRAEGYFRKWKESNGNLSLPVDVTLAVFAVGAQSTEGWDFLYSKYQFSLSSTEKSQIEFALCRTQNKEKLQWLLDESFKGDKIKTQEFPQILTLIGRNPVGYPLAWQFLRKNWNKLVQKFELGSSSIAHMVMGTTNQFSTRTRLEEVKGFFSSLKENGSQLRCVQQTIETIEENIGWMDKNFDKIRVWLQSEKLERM
* hit, by the source's call; ? = inconclusive; · = no result given; & = joins results of further samples.

The opening two compounds, ahead of the listing:
SMILES	S100A4 MyoIIA	PglD inh	PAX8 inh HTS	LGR2 antag	EWS-Fli inh	FN deposition inh	PGC1a acetyl inh	ERAP1 HTS inh
C[C@H](CO)N1C[C@H](C)[C@H](CN(C)Cc2ccc(C(=O)Nc3ccccc3N)cc2)Oc2ccc(NC(=O)Nc3ccccc3)cc2C1=O	-3	3	-39	16	42	·	3	-3
C[C@H](CO)N1C[C@H](C)[C@H](CN(C)CC2CC2)OCc2ccccc2-c2c(n(C)c3ccccc23)C1=O	90*	1	·	7	-3	9	-1	-7

The listing, previewed entries included:
SMILES	S100A4 MyoIIA	PglD inh	PAX8 inh HTS	LGR2 antag	EWS-Fli inh	FN deposition inh	PGC1a acetyl inh	ERAP1 HTS inh
C[C@H](CO)N1C[C@H](C)[C@H](CN(C)Cc2ccc(C(=O)Nc3ccccc3N)cc2)Oc2ccc(NC(=O)Nc3ccccc3)cc2C1=O	-3	3	-39	16	42	·	3	-3
C[C@H](CO)N1C[C@H](C)[C@H](CN(C)CC2CC2)OCc2ccccc2-c2c(n(C)c3ccccc23)C1=O	90*	1	·	7	-3	9	-1	-7
C[C@@H]1CN([C@H](C)CO)C(=O)c2cccc(NS(=O)(=O)c3ccc(Cl)cc3)c2O[C@@H]1CN(C)Cc1ccc(Oc2ccccc2)cc1	-9	4	·	1	3	-12	4	1
O=C(C1CCCC1)N1CCCCN2[C@H](CO)[C@@H](c3ccc(-c4ccncc4)cc3)[C@H]2C1	7	7	-23	·	-13	·	2	-3
Cc1cc(C)cc(N2C(=O)C3CCCN3C2=S)c1 (stereo unspecified)	0	-2	-4	-19	0	-5	·	0
COc1ccc(Br)cc1CNC(=O)C1CCN(c2nnc(N3CCCC3=O)s2)CC1	5	4	8	2	·	4	5	-4
Cc1ccc(OCC(=O)Nc2cccc(S(=O)(=O)N3CCOCC3)c2)c([N+](=O)[O-])n1	-2	-9	4	3	2	-11	6	-2
O=C(C[C@@H]1C[C@@H]2c3cc(NC(=O)Nc4ccc(C(F)(F)F)cc4)ccc3O[C@@H]2[C@@H](CO)O1)NCc1ccccn1	4	0	1	0	10	-57	4	1
COc1ccc(C(C(=O)NC(C)(C)C)n2c(-c3ccc(-c4ccccc4)cc3)nc3ccccc32)cc1 (stereo unspecified)	-6	·	-20	-15	-37	-3	·	1
COc1ccc(CNC(=O)c2ccc(Cn3cc(Cl)cn3)o2)cc1	-8	0	-5	8	6	5	-4	3
CCOc1ccc(Oc2nc(NCC(C)C)nc(OC)n2)nn1	-2	-2	9	-15	-4	-10	6	2
Cc1ccc(S(=O)(=O)N2C[C@H](O)COC[C@@H]3O[C@@H](CC(=O)NCCN4CCCCC4)CC[C@H]32)cc1	5	-4	-6	-10	-1	-7	3	5
COc1cccc(CN(C)C(=O)c2cccc(S(=O)(=O)N3CCN(Cc4ccccc4)CC3)c2)c1OC	-15	3	16	4	13	-6	·	0
CC(C)(C)OC(=O)N1CCC[C@@H]1C(=O)NCc1ccccc1Cl	1	·	15	6	-5	11	·	-2
CC(=O)c1ccc(NC(=O)C(C)OC(=O)CCN=C2NS(=O)(=O)c3ccccc32)cc1 (stereo unspecified)	2	-1	-10	-22	0	-4	·	7
O=C(C[C@H]1C=C[C@@H](NC(=O)c2ccc(F)cc2)[C@@H](CO)O1)NCCc1ccccc1	-1	1	4	11	3	-8	-10	0
O=C(NC1CCCCC1)N1CCc2[nH]c3ccccc3c2C1	1	1	·	·	·	0	-19	·
CN(CC(=O)Nc1ccc(Cl)c(C(F)(F)F)c1)C(=O)c1ccc(S(=O)(=O)N2CCOCC2)cc1	2	-1	25	-8	55*	·	1	-2
C[C@@H]1CN([C@@H](C)CO)C(=O)c2cccc(N(C)C)c2O[C@@H]1CN(C)C(=O)Nc1ccc(C(F)(F)F)cc1	·	·	-10	9	-11	·	-4	·
Cc1nc2cc(C(=O)N3c4ccccc4CC3C)ccc2s1 (stereo unspecified)	-2	6	18	·	49	2	-2	5

Entries of single compounds as entered above. Order of screens: S100A4 MyoIIA	PglD inh	PAX8 inh HTS	LGR2 antag	EWS-Fli inh	FN deposition inh	PGC1a acetyl inh	ERAP1 HTS inh
Cc1cc(C)cc(N2C(=O)C3CCCN3C2=S)c1 (stereo unspecified) is listed as 0	-2	-4	-19	0	-5	·	0
O=C(C[C@@H]1C[C@@H]2c3cc(NC(=O)Nc4ccc(C(F)(F)F)cc4)ccc3O[C@@H]2[C@@H](CO)O1)NCc1ccccn1 is listed as 4	0	1	0	10	-57	4	1

Carrying on.
SMILES	S100A4 MyoIIA	PglD inh	PAX8 inh HTS	LGR2 antag	EWS-Fli inh	FN deposition inh	PGC1a acetyl inh	ERAP1 HTS inh
NC(=O)C1CCCNC1 (stereo unspecified)	-3&-4	-2&-3	-5	·	4	-1	2	-2
O=C1C(C2=NC(C(=O)O)C3C(=O)N(c4ccccc4)C(=O)C23)=C(O)c2ccccc21 (stereo unspecified)	·	5	6	·	·	3	1	·
O=C(NCc1ccc2c(c1)OCO2)C1CCN(c2ccc(S(=O)(=O)N3CCCC3)cc2)CC1	-1	2	·	6	-1	·	·	-1
C=CCN(Cc1ccc(Br)s1)C(=O)c1ccc(OCc2c(C)noc2C)cc1	15	0	16	10	7	9	-5	0
COc1ccccc1NS(=O)(=O)c1cccc(NS(=O)(=O)c2cc(C(=O)O)ccc2Cl)c1	0	9	-13	-7	-23	4	-3	-21
COc1ccc(S(=O)(=O)N2CCc3ccccc32)cc1C(=O)N1CCC(C)CC1	-9	·	·	-4	10	2	·	1
Cc1cccc(NC(=O)c2ccco2)c1C(=O)O	-7	-3	8	4	1	4	0	-2
Cc1noc(C)c1S(=O)(=O)N(C)C[C@@H]1OCCCC[C@@H](C)Oc2ccc(NC(=O)Nc3ccc4c(c3)OCO4)cc2C(=O)N([C@H](C)CO)C[C@@H]1C	·	-3	6	-2	-5	·	6	·
Cc1noc(C)c1NC(=O)N[C@@H]1C=C[C@@H](CC(=O)NCc2ccc(Cl)c(Cl)c2)O[C@@H]1CO	-12	0	1	-2	3	-6	0	0
O=C(NCc1ccccc1)C(c1ccccc1)n1c(-c2ccccn2)nc2ccccc21 (stereo unspecified)	2	·	17	-20	-12	-1	·	5
C[C@H](O)C#Cc1cnc2c(c1)C(=O)N([C@@H](C)CO)C[C@H](C)[C@@H](CN(C)CC1CCCCC1)O2	7	-3	·	-21	8	-8	2	0
CC(C)(C)N1C(=O)c2c(C(=O)OCc3ccccc3)[nH]c(-c3ccccc3)c2C1=O	-2	-3	-12	·	14	-5	-8	4
Cc1ccc(C(C)C)cc2c(C)ccc1-2	4	-2	7	·	2	-10	-5	-3
CO[C@H]1CN(C)C(=O)c2ccc(NC(=O)c3cc(C)on3)cc2OC[C@@H](C)N(CC2CC2)C[C@H]1C	-4	-2	1	10	-3	-7	-4	2
O=C(C[C@@H]1C=C[C@@H](NC(=O)Nc2ccccc2F)[C@@H](CO)O1)NCc1ccc(Cl)cc1	-2	3	7	-3	2	·	0	-3
CC(=O)OCCCNc1cc(Sc2ccc(Cl)cc2)c2nonc2c1[N+](=O)[O-]	-6	·	4	?	-1	1	·	-1
Cc1ccc(C(=O)NCCC2=CCCCC2)cc1S(=O)(=O)N1CCCCC1	0	1	-20	3	4	2	·	3
COc1ccc2c3c([nH]c2c1)[C@@H](CO)N(S(C)(=O)=O)CC31CN(C(=O)c2ccccc2)C1	·	·	·	-10	-6	-2	-2	·
Cc1cccc(-c2ccc([C@H]3[C@@H](CO)N4C(=O)CN(C(=O)Cc5ccccn5)C[C@@H]34)cc2)c1	-2	·	-12	0	7	·	2	3
O=C(Nc1ccc(F)cc1)c1nc(S(=O)(=O)Cc2ccccc2)ncc1Cl	-3	5	104*	-4	56*	-1	·	2
Cc1cc(OCC(=O)NCc2ccncc2)c2c(C)cc(=O)oc2c1	3	6	2	3	8	3	2	0
O=C(Nc1ccc(F)cc1)c1ccc(CSc2ccc(Cl)cc2)o1	-1	-1	-35	·	6	-1	-8	-1
COc1cccc(CNC(=O)c2ccc(NC(=O)CC3SC(N4CCCCC4)=NC3=O)cc2)c1 (stereo unspecified)	6	-2	2	13	-6	2	-8	1
CC(NC(=O)c1ccco1)C(=O)OCC(=O)c1ccc(Cl)s1 (stereo unspecified)	-8	·	-12	-3	14	-4	-16	2
O=C(CCCN1CCN(c2ccccc2)CC1)c1ccc(F)cc1	-2	5	-14	25	-18	0	·	1
O=C(NCc1ccncc1)C1CCN(S(=O)(=O)c2ccc(F)cc2)CC1	-6	1	-14	-8	3	-1	·	-2
C[C@@H](NC(=O)C[C@H]1C[C@@H]2c3cc(NC(=O)C4CCC4)ccc3O[C@@H]2[C@H](CO)O1)c1ccccc1	-11	·	·	-10	6	-5	4	1
O=S1(=O)CC(N2CCCCC2)CN1Cc1cn(Cc2ccc(C(F)(F)F)cc2)nn1 (stereo unspecified)	-1	·	-5	-2	3	-5	·	-1
COc1cc([N+](=O)[O-])ccc1NC(=O)CCN1C(=O)C2C3CCC(C3)C2C1=O (stereo unspecified)	-1	-5	38	3	-2	8	·	1
Cc1ccc(C(=O)OCC(=O)NC2CCCCC2)s1	0	·	-33	-83	-1	·	·	5
CC(=O)c1csc(COc2ccccc2)n1	-5	·	-21	-40	-51	0	0	-1
C/C=C/c1ccc([C@@H]2[C@@H](CO)N3C(=O)CN(C(=O)Nc4ccccc4F)C[C@@H]23)cc1	15	·	1	-10	-10	·	-6	2
Cc1ccc(NC(=O)COC(=O)c2ccccc2Cl)cc1S(=O)(=O)N(C)C	2	·	-6	-5	1	0	18	-3
O=C(Nc1ccccc1)Nc1cnccn1	-9	-1	-4	-5	-7	8	·	1
Fc1cccc(Cl)c1CSc1nnc2ccccn12	-1	·	-36	-23	-63	2	3	5
Cc1ccccc1OCC(=O)OCC(=O)Nc1ncc(Cl)c(C)c1Cl	3	1	6	1	5	1	-5	0
C[C@H]1CCCCO[C@@H](CN(C)C(=O)c2ccncc2)[C@@H](C)CN([C@@H](C)CO)C(=O)c2cc(NS(C)(=O)=O)ccc2O1	1	0	·	14	-10	·	6	-1
COc1ccc(CCNC(=O)C23CCC(C)(C(=O)O2)C3(C)C)cc1OC (stereo unspecified)	-2	·	6	3	0	3	-5	-1
Cc1ccc(NC(=O)c2ccc(Nc3ccccc3F)nc2)cc1	4	·	-19	·	-2	5	·	1
COc1ccc(CNC(=O)C[C@@H]2CC[C@@H]3[C@@H](COc4ccc(NC(=O)C5CC5)cc4C(=O)N3C)O2)cc1	-2	-1	6	7	4	-4	-2	-4
COc1ccccc1CC(=O)N1CCN(S(=O)(=O)c2ccccc2F)CC1	-3	-3	-3	6	-5	5	9	-3
O=C(CCn1c(=O)c2cccn2c2cccnc21)NCc1cccc(Cl)c1	-24	1	-10	11	-21	9	1	0
CCC(=O)N[C@@H]1C=C[C@@H](CC(=O)NCC2CCCCC2)O[C@H]1CO	32	-2	-27	8	-2	·	-8	-1
CCc1sc(NC(=O)C(C)C)nc1-c1ccccc1	-1	-1	5	-11	-2	·	-6	-1
CCOC(=O)c1sc(-c2ccc(C)cc2)c(C#N)c1C	2	·	-8	-14	-5	6	12	13
